SKN-1 inh – C. elegans SKN-1 inhibition; C. elegans VP596 Pgst-4::GFP/RFP ratio, acrylamide-induced, 24 h; inhibition, % at 21.8 µM; actives 0.49% (n = 360,000); AID 624304;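 active means interference check ratio from 0.5 to 1.5 plus GFP to RFP signal ratio inhibition reaching or exceeding a fixed threshold, cut at about 30% in these data, passing the limit was not always enough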; further: some compounds called inactive have numbers as strong as hits
MT1-MMP act inh – MT1-MMP (human) activation inhibition. P50281. HT1080 RFP-PRO-GFP cells, GFP/RFP ratio fluorescence, overnight; percent of plate control window, DMSO zero. GFP/RFP ratio change, % at 20 µM. actives 0.061% (n = 360,000). AID 651647;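 active means GFP/RFP ratio change of at least 30% with cell ATP level not reduced by more than half and red fluorescence within 50% of control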; further: strong numbers were not always called active
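Assay system: RFP-PRO-GFP reporter HT1080 cells; read-out basis: GFP/RFP fluorescence ratio; benchmarks: DMSO wells and RFP-L50D-GFP cells; doses: 20 µM single dose, 1% DMSO; schedule: overnight cell settling, then overnight compound exposure, 37 °C, 5% CO2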
Rin1 Abl inh – blocks binding of human Rin1 to Abl | AID 588664 | P00519+Q13671 | actives 0.4% (n = 360,000) | TR-FRET Rin1/Abl binding, biochemical | inhibition, % at 7.35 µM; in the data active means inhibition above about 5%, passing the limit was not always enough
NRP1-CendR mod – alters CendR peptide binding to human NRP-1. O14786. FAM-RPARPAR peptide binding to NRP-1, fluorescence polarization. inhibition, % at 25 µM. actives 0.85% (n = 360,000). AID 602438;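 active means inhibition or corrected inhibition above about 18%, plus a signal ratio from 0.5 to 1.5, limit read from the data, passing the limit was not always enough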; further: strong numbers were not always called active
Target sequence (O14786 whole entry, looked up): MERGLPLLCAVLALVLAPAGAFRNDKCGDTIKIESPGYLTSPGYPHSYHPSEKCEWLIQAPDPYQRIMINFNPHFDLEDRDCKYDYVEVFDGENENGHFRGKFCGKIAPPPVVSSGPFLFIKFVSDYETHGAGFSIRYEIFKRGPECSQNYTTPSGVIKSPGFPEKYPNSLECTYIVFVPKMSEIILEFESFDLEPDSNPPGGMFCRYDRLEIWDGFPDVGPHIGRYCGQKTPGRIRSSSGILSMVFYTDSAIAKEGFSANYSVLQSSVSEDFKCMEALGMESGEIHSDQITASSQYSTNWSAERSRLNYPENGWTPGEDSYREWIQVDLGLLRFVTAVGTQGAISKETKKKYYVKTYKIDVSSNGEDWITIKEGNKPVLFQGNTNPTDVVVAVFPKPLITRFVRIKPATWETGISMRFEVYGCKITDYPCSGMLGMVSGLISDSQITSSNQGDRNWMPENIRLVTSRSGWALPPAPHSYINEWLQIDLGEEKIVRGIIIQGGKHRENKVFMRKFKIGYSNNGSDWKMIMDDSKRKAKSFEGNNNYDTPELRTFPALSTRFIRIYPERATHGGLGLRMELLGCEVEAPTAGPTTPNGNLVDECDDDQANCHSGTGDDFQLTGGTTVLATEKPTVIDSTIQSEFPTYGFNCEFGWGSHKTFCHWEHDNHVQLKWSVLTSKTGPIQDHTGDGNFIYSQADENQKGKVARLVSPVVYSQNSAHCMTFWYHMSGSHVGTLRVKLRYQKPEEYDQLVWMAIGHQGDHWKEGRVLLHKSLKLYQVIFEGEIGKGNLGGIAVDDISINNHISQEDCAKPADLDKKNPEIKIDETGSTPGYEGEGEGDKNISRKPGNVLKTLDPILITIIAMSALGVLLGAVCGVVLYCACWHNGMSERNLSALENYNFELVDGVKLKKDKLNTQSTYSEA
bovine MsrA act – activators of bovine methionine sulfoxide reductase A. AID 602163. actives 0.3% (n = 360,000). activation, % at 10.6 µM. purified bovine MsrA, absorbance read-out; in the data active means activation above about 7.5%;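 further: 0% = vehicle and 100% = reference activator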
Neddyl block – blocks human cullin neddylation | P61081+Q13564 | actives 0.58% (n = 360,000) | TR-FRET cullin neddylation, biochemical | AID 651699 | calls only at 25 µM; in the data active means inhibition above about 36%
eLon inh – E. coli protease La inhibition. inhibition, % at 7.94 µM. purified E. coli Lon protease, fluorescence polarization. actives 0.42% (n = 360,000). P0A9M0. AID 602123; in the data active means inhibition above about 13%, passing the limit was not always enough;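 further: 0% = enzyme with probe and DMSO and 100% = no enzyme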
FAS-TE inh – inhibitors of human fatty acid synthase thioesterase domain. P49327. recombinant FAS-TE, OMFH fluorogenic substrate, fluorescence endpoint. inhibition, % at 15 µM. actives 0.67% (n = 360,000);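 active means compounds whose normalised, plate-corrected inhibition of enzyme fluorescence in the single-dose primary screen is 50% or more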;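 further: 0% = DMSO with enzyme and 100% = substrate without enzyme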
MLLE-PAM2 inh – blocks PAM2 peptide binding to the PABP1 MLLE domain | GST-MLLE / FITC-PAM2 fluorescence polarization | inhibition, % at 20 µM | actives 0.36% (n = 360,000) | AID 588489; in the data active means inhibition above about 35%, passing the limit was not always enough;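 further: plate controls were DMSO wells with GST-MLLE for no effect and wells lacking GST-MLLE protein for full effect; some results filed as inactive read as strong as hits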
Numbers without * were called inactive; i = inactive; · = no result given; + = active, no number.

| SMILES | SKN-1 inh | MT1-MMP act inh | Rin1 Abl inh | NRP1-CendR mod | bovine MsrA act | Neddyl block | eLon inh | FAS-TE inh | MLLE-PAM2 inh |
| --- | --- | --- | --- | --- | --- | --- | --- | --- | --- |
| Cc1ccc(NC(=O)C(C)OC(=O)CCN=C2NS(=O)(=O)c3ccccc32)cc1 (centres undefined) | 14 | 0 | 0 | -6 | -2 | i | -1 | -4 | -9 |
| CC1CCN(CC(=O)Nc2ccc(Cl)cc2[N+](=O)[O-])CC1 | 11 | 1 | 1 | -14 | -4 | i | 2 | 20 | -7 |
| CC(=O)N1CCC2(CC1)C(C#N)=C(N)Oc1n[nH]c(CSc3ccc(C)cc3)c12 | -13 | 1 | 3 | 6 | -12 | i | -5 | 0 | 0 |
| C#CCSc1nnc(-c2ccccc2)c(=O)[nH]1 | -5 | 3 | -8 | -2 | -3 | i | -1 | -6 | 8 |
| Cc1ccccc1N1CCN(c2ncnc3scc(-c4cccs4)c23)CC1 | 13 | 1 | 0 | -8 | 0 | i | -6 | 21 | 5 |
| COc1ccc(Cl)cc1NC(=O)CCN1C(=O)C2CC=CCC2C1=O (centres undefined) | -6 | 1 | -2 | -9 | -10 | i | 3 | -4 | 2 |
| COc1ccc(-c2ccc3c(N)c(C(=O)c4cccc(OC)c4)sc3n2)cc1 | 24 | -98 | 1 | -42 | -7 | i | -25 | 10 | -50 |
| C=CCn1c(CSCc2ccc(C)cc2)nnc1SCC(=O)NCc1ccccc1 | 10 | 5 | -3 | 12 | 1 | i | 11 | 4 | -9 |
| COC(=O)c1c(Cl)c2n3ccccc3c(C)c(-c3ccccc3)c-2c1C(=O)OC | 25 | -25 | -1 | 38* | -2 | i | 20 | -10 | 95 |
| COc1cccc(/C=C/C(=O)OCC(=O)NCCC2=CCCCC2)c1 | -2 | 1 | 0 | 1 | -9 | i | 4 | 16 | 2 |
| CC1CC1C(=O)OCC(=O)NCc1ccccc1 (centres undefined) | 2 | -4 | 3 | -4 | -4 | i | -6 | -2 | -5 |
| CCOc1ccc(-n2nc3ccc(N)cc3n2)cc1 | 10 | -2 | 1 | -7 | 0 | · | -2 | 0 | 1 |
| Cc1cc(C)c(NC(=O)COC(=O)C2=COCCO2)c(C)c1 | 12 | 3 | 3 | 12 | 0 | i | 4 | -2 | -5 |
| Cc1cc(=O)n2nc(N3CCC(C(=O)NCCc4ccccc4)CC3)sc2n1 | -4 | 9 | 4 | 3 | 2 | i | -1 | -5 | -6 |
| COc1cc(C)cc2oc(=O)c(CC(=O)N3CCN(C(=O)C4COc5ccccc5O4)CC3)c(C)c12 (centres undefined) | 16 | 1 | 0 | 0 | 0 | · | -3 | 3 | 10 |
| COc1ccc(-c2nc3c(Cl)cc(C(F)(F)F)cn3c2Cc2ccc(C)cc2)cc1OC | 7 | -1 | 1 | -1 | -1 | i | -6 | 19 | -20 |
| CC(C)Oc1ccc(-c2nc(NCC3CCCO3)c3ccccc3n2)cc1 (centres undefined) | 22 | 2 | 0 | -2 | -1 | i | 1 | 42 | -2 |
| Cc1ccc(C(=O)N2CCc3cc4c(cc3C2C)OCCCO4)cc1 (centres undefined) | 8 | -1 | 4 | 7 | 2 | i | -4 | 2 | -9 |
| O=C(CSc1ncnc2[nH]ncc12)Nc1nc(-c2ccc(F)c(F)c2)cs1 | -9 | 10 | 1 | 3 | -8 | i | -6 | -22 | -2 |
| CCCCCCN1CCN(C2CN(Cc3cn(Cc4ccccc4)nn3)S(=O)(=O)C2)CC1 (centres undefined) | 15 | 6 | · | 3 | -5 | i | 1 | -2 | · |

The last 2 records of the section above open the next one:
| SMILES | SKN-1 inh | MT1-MMP act inh | Rin1 Abl inh | NRP1-CendR mod | bovine MsrA act | Neddyl block | eLon inh | FAS-TE inh | MLLE-PAM2 inh |
| --- | --- | --- | --- | --- | --- | --- | --- | --- | --- |
| O=C(CSc1ncnc2[nH]ncc12)Nc1nc(-c2ccc(F)c(F)c2)cs1 | -9 | 10 | 1 | 3 | -8 | i | -6 | -22 | -2 |
| CCCCCCN1CCN(C2CN(Cc3cn(Cc4ccccc4)nn3)S(=O)(=O)C2)CC1 (centres undefined) | 15 | 6 | · | 3 | -5 | i | 1 | -2 | · |
| O=C(OCn1nnc2ccccc2c1=O)c1cccnc1 | 10 | -1 | 2 | 1 | -2 | i | -2 | -5 | -7 |
| O=C(NCc1ccccc1)c1cc(C2CCCCN2C(=O)c2ccc(Cl)cc2)on1 (centres undefined) | -10 | -4 | -1 | -10 | -2 | i | -3 | 14 | 18 |
| CCOC(=O)c1sc(C)c2c1NC(C)(c1ccccc1)NC2=O (centres undefined) | 2 | 2 | -6 | 13 | -11 | · | 1 | 2 | 4 |
| O=C1CCCCCN1C(=O)c1cccc(C(=O)N2CCCCCC2=O)c1 | -14 | 3 | 4 | 15 | 2 | i | -10 | -10 | 0 |
| OC12CCCCC1C(c1ccc3c(c1)OCO3)N(Cc1cccc(F)c1)CC2 (centres undefined) | -10 | -1 | 3 | -7 | -1 | i | -15 | 14 | -2 |
| CC(C)C1CC(CCN)(c2ccccc2)CCO1 (centres undefined) | 0 | 3 | -2 | -13 | -4 | i | -2 | -6 | -7 |
| Cc1nnc2c3ccccc3c(-c3cccs3)nn12 | -3 | 6 | -1 | 2 | -1 | i | -5 | 0 | 7 |
| CCOC(=O)c1oc2c(CN3CCN(C)CC3)c(O)ccc2c(=O)c1-c1ccccc1OC | 2 | -3 | 3 | -3 | -3 | i | -1 | -7 | 2 |
| Cn1nc(C(=O)NNC(=O)CCc2ccccc2Cl)c2ccccc2c1=O | 9 | 8 | 0 | 4 | -2 | i | 2 | -6 | 7 |
| NNc1nc2cc3c(cc2s1)OCCO3 | 6 | -1 | 2 | -18 | -5 | i | -11 | -12 | -31 |
| CCN(CC)CCCN(Cc1cc2cc3c(cc2[nH]c1=O)OCO3)C(=S)NCCOC | 11 | -4 | 0 | 0 | -3 | i | -5 | -4 | -66 |
| COc1ccc(OC(F)(F)F)cc1CC1(C)C(=O)Nc2c(Cl)ccc(Cl)c21 (centres undefined) | 13 | -11 | 0 | -5 | -1 | i | -18 | 22 | 1 |
| CCS(=O)(=O)N1CCCC(C(=O)NCc2ccc3c(c2)OCO3)C1 (centres undefined) | 6 | -1 | 1 | 5 | -4 | i | -3 | -3 | 14 |
| Cc1ccc(CNC(=O)c2nn(C)c3c2CS(=O)(=O)c2ccccc2-3)cc1 | -10 | -1 | 0 | -13 | -2 | i | 1 | 16 | 0 |
| COc1ccc(C(=O)NCCSCc2ccc(Cl)cc2)cc1OC | 15 | -2 | -3 | 1 | -3 | i | -4 | 10 | 5 |
| COc1ccc(S(=O)(=O)N2CCOCC2)cc1NC(=O)CO/N=C/c1ccccc1OC(F)F | 9 | -3 | -2 | -5 | -3 | i | -2 | 21 | 0 |
| Cc1ccc(C)c(-n2c(=O)c(C#N)cc3c(=O)n4ccccc4nc32)c1 | -5 | -8 | 0 | -16 | -8 | · | -1 | -4 | 1 |
| CCN(Cc1cccs1)C(=O)c1cccc(S(=O)(=O)N2CCN(C)CC2)c1 | -3 | 1 | 0 | -11 | -2 | i | 3 | -7 | -105 |
| COc1cccc(CNc2ccc([N+](=O)[O-])c(NCC(=O)O)n2)c1 | 5 | -8 | -4 | -10 | -4 | i | 4 | -1 | -6 |
| C[C@H](CO)N1C[C@H](C)[C@@H](CN(C)S(=O)(=O)c2ccc(-c3ccccc3)cc2)OCc2cn(nn2)CCCC1=O | -6 | 0 | -1 | -5 | -1 | i | -3 | -6 | -3 |

Shown with each value named: 2 of the compounds above
CCOC(=O)c1sc(C)c2c1NC(C)(c1ccccc1)NC2=O (centres undefined)
  SKN-1 inh = 2
  MT1-MMP act inh = 2
  Rin1 Abl inh = -6
  NRP1-CendR mod = 13
  bovine MsrA act = -11
  Neddyl block = ·
  eLon inh = 1
  FAS-TE inh = 2
  MLLE-PAM2 inh = 4
O=C1CCCCCN1C(=O)c1cccc(C(=O)N2CCCCCC2=O)c1
  SKN-1 inh = -14
  MT1-MMP act inh = 3
  Rin1 Abl inh = 4
  NRP1-CendR mod = 15
  bovine MsrA act = 2
  Neddyl block = i
  eLon inh = -10
  FAS-TE inh = -10
  MLLE-PAM2 inh = 0

Additional entries follow:
Below each SMILES – SKN-1 inh, MT1-MMP act inh, Rin1 Abl inh, NRP1-CendR mod, bovine MsrA act, Neddyl block, eLon inh, FAS-TE inh, MLLE-PAM2 inh
> CC(NC(=O)C1=CC=CN2CCS(=O)(=O)N=C12)c1ccc(Cl)c(Cl)c1 (centres undefined)
    -1, 2, -1, -3, -1, +, 12, -2, -3
> O=C(COc1ccccc1Cl)Nc1ccc(NC(=O)c2ccco2)cc1
    0, 1, -21, 11, 0, ·, -11, 1, 6
> CCCCn1c(N)c(N(CCC(C)C)C(=O)CSc2nncn2-c2ccccc2)c(=O)[nH]c1=O
    6, -3, 1, 13, -2, i, -12, -16, -35
> CC1(OC(=O)C2CCCC2)C(=O)C=C2C=C(c3ccsc3)N(C(CO)CO)C=C2C1=O (centres undefined)
    9, -4, -1, 22, -11, i, 5, -14, 27
> Cc1onc(-c2c(Cl)cccc2Cl)c1C(=O)Nc1ccc(Cl)cn1
    0, -11, 0, 1, -1, i, 0, 17, 1
> CSc1ccc(/C=C/C(=O)c2ccc(NC(C)=O)cc2)cc1
    0, -2, 1, -8, -7, i, -4, 4, -8
> O=C(CNC(=O)c1ccc(Cl)cc1)OCC(=O)N1CCCC1
    7, -2, 3, 10, -4, i, -1, -4, 15
> FC(F)(F)c1cccc(NC(=S)Nc2ccc(Cl)cc2Cl)c1
    -2, 1, 5, 15, 0, i, -4, 32, 29
> CS(=O)(=O)Nc1cccc(-c2ccc3nncn3c2)c1
    7, 5, -4, -3, -3, i, -3, -6, 7
> CC(C)C(C)NC(=O)CN1C(=O)NC(C)(c2ccc3ccccc3c2)C1=O (centres undefined)
    2, 5, 2, -5, -2, i, 15, -2, 1
> Cc1noc(C)c1S(=O)(=O)N1CCCC(C(=O)NCc2ccccn2)C1 (centres undefined)
    -10, 2, -1, -2, -3, i, 9, 0, 0
> Cc1cccc(C2NC(=O)c3ccccc3O2)c1 (centres undefined)
    15, -3, 2, -10, -1, i, -4, -3, 5
> Cc1cc(C)n2c(SCC(=O)Nc3ccc(F)cc3F)nnc2n1
    2, 0, 3, -4, -4, i, 2, -4, 3
> Cn1c2ccccc2c2nnc(SCC(=O)NC3CC3)nc21
    3, -2, -6, 0, -4, i, 1, -4, -6
> CN(CCc1ccccc1)C(=O)c1cccc(NC(=O)Cc2cccc(NC(=O)C3CCN(C(=O)C4CCCC4)CC3)c2)c1
    25, -1, -3, 14, 0, i, -3, -3, -3

Structures above that contain a nitro group on carbon:
Below each SMILES – SKN-1 inh, MT1-MMP act inh, Rin1 Abl inh, NRP1-CendR mod, bovine MsrA act, Neddyl block, eLon inh, FAS-TE inh, MLLE-PAM2 inh
> CC1CCN(CC(=O)Nc2ccc(Cl)cc2[N+](=O)[O-])CC1
    11, 1, 1, -14, -4, i, 2, 20, -7
> COc1cccc(CNc2ccc([N+](=O)[O-])c(NCC(=O)O)n2)c1
    5, -8, -4, -10, -4, i, 4, -1, -6
